M1 ag parental: counter-screen for M1 agonists: effect in parental CHO-K1 cells | activation, % at 3 µM | Fluo-8 calcium fluorescence; scaled to maximal ATP response, vehicle zero | hit rate 0.48% among 360,000; in the data active means activation above about 15%;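 further: untransfected CHO-K1 host cells lacking M1 receptor as counterscreen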
M1 PAM parental: nonselective calcium activators in parental CHO-K1 cells, primary screen, counter-screen for M1 PAM project, cell-based, Fluo-8 calcium fluorescence, full deck, 1536-well; ATP EC20; 0% at ATP EC20, 100% at ATP max; activation, % at 3 µM; hit rate 0.02% among 360,000; AID 602247, 2012;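 active means activation above the run cutoff, the mean activation of all test compounds plus 3 SD, cut at about 40% in these data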;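 further: peak over basal fluorescence ratio in a 140 s read after ATP addition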
CHO-K1 Ca antag: M1 antagonist counterscreen hit in parental CHO-K1 cells | ATP-induced calcium, Fluo-8 fluorescence | inhibition, % at 3 µM | hit rate 0.6% among 360,000;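 active means inhibition above a per-plate cutoff, the plate's mean sample inhibition plus 3 SD, cut at about 24% in these data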;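 further: 0% = DMSO plus EC80 ATP and 100% = DMSO alone without ATP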
CHO parental Ca: ATP-evoked calcium signal inhibitors, parental CHO, primary screen, counter-screen for OX1R antagonist project, cell-based, fluorescence, Fluo-8 calcium dye; hit rate 0.63% among 330,000; parental CHO-K1, ATP-induced calcium, Fluo-8 fluorescence; AID 463079, 2010; inhibition, % at 5.6 µM;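 active means inhibition above that plate's mean sample inhibition plus 3 SD, cut at about 26% in these data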;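 further: 0% = ATP-challenged DMSO wells and 100% = DMSO wells without ATP; some compounds past the cut are filed as inactive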
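material = parental CHO cells | also added = ATP as calcium-mobilizing challenge | dosing = single point at 5.6 µM | detection = intracellular calcium via Fluo-8 no-wash fluorescent dye | read-out = % inhibition | benchmarks = low control ATP plus DMSO, high control DMSO only | repeats = one well per compound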
V1aR counter: agonists of human V1a receptor, primary screen, counter-screen for OXTR agonist project, fluorescence, CHO-V1R cells; Vasopressin V1a receptor (Homo sapiens), P37288; Fluo-8 calcium fluorescence, agonist mode; 0% DMSO, 100% 3 nM vasopressin; activation, % at 3 µM; hit rate 0.25% among 320,000; AID 2797, 2010;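 active means activation above the mean activation of all tested compounds plus 3 SD, per screening run, cut at about 20% in these data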;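 further: signal is peak over basal fluorescence ratio across a 100 second FLIPR read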
OXTR potentiator: human OXTR potentiators, primary screen, fluorescence, CHO-OTR cells, Fluo-8 calcium | Fluo-8 calcium fluorescence, potentiator mode; 0% = oxytocin EC15, 100% = EC100 | activation, % at 3 µM | hit rate 0.061% among 320,000 | AID 2445, 2010;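 active means activation above that plate's cutoff, the mean activation of tested compounds plus 3 SD, cut at about 6.6% in these data, passing the limit was not always enough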;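 further: 100% uses oxytocin at 75 nM as the full agonist control; some results filed as inactive read as strong as hits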
Target sequence (P30559 whole entry, looked up): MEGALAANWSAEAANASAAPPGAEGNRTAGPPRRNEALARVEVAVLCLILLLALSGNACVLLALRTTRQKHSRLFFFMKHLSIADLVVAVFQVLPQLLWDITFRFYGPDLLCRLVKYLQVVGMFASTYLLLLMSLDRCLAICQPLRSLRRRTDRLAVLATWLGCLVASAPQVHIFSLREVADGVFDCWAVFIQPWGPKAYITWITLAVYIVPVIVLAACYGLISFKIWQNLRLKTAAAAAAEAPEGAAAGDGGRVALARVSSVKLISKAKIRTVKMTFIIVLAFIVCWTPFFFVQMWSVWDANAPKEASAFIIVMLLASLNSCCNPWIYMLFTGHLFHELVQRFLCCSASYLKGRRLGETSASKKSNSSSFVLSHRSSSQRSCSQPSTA
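Dosing: Single dose, 3.0 µM nominal final compound concentration | Material: Human OTR in CHO cells | Technique: Kinetic Fluo-8 calcium fluorescence | Benchmarks: EC15 oxytocin alone as 0%, 75 nM oxytocin as 100% | Probe or stimulus: Oxytocin at about EC15, sub-maximal agonist stimulus | Incubation: Compound 6 min at room temperature before oxytocin, 100 s read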
TAAR1 ag: human TAAR1 agonists, primary screen, Fluo-8 calcium fluorescence, CHO RD-HGA16 cells; Trace amine-associated receptor 1 (Homo sapiens), Q96RJ0; vehicle wells 0%, saturating PEA agonist 100%; activation, % at 3 µM; hit rate 0.99% among 360,000;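 active means activation above the mean activation of all test compounds in the run plus 3 SD, cut at about 38% in these data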
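Signal – calcium-sensitive Fluo-8 signal, excitation 470-495, emission 515-575 nm · System – RD-HGA16 (CHO) cells co-expressing Gα16 and hTAAR1 · Incubation – 17-24 h seeding, 75 min 37 °C dye, 30 min RT · Compound dosing – 3 µM single concentration · Repeats – no replicates (n 1)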
TAAR1 antag: human TAAR1 antagonists, primary screen, Fluo-8 calcium fluorescence, CHO RD-HGA16 cells; Trace amine-associated receptor 1 (Homo sapiens), Q96RJ0; hit rate 1.5% among 360,000; antagonist; inhibition, % at 3 µM;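 active means inhibition above a per-plate cutoff, the mean inhibition of test compounds on that plate plus 3 SD, cut at about 49% in these data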;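 further: 0% = DMSO plus EC80 beta-PEA response and 100% = DMSO alone without agonist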
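Material: CHO RD-HGA16 cells bearing hTAAR1; compound dosing: one-point dosing, 3 µM nominal final; schedule: dye loading 75 min at 37 °C, then 30 min room temperature; measured by: calcium fluorescence with Fluo-8; control set: vehicle and agonist controls; replication: n of 1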
M1 ag: human M1 muscarinic receptor agonists, primary screen, Fluo-8 calcium fluorescence, CHO-K1 cells, HTS; activation, % at 3 µM; hit rate 0.33% among 360,000; CHO-K1 hM1, agonist mode; 0% DMSO, 100% acetylcholine EC100;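 active means activation above the run's mean compound activation plus 3 SD, cut at about 16% in these data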;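 further: peak over basal fluorescence ratio within a 140 s kinetic read after compound addition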
Target sequence (P11229 whole entry, looked up): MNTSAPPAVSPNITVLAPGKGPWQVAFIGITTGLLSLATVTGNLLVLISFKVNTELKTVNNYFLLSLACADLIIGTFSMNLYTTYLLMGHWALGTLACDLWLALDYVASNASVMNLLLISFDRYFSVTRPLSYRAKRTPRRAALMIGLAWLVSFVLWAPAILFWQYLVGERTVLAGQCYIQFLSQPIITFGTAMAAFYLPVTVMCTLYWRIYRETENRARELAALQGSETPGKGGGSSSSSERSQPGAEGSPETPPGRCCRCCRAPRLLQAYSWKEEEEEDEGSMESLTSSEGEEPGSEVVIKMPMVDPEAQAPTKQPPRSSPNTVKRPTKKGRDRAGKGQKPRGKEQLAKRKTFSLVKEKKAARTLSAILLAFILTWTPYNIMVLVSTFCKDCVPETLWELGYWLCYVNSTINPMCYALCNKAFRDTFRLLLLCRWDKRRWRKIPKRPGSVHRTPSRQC
Active calls of the source: *; x = no result given.

SMILES	M1 ag parental	M1 PAM parental	CHO-K1 Ca antag	CHO parental Ca	V1aR counter	OXTR potentiator	TAAR1 ag	TAAR1 antag	M1 ag
O=C(NC1c2ccccc2-c2ccccc21)c1ccco1	0.8	20	-4	-14	0.6	-7	14	1	-4
Cc1ccc(-c2c[n+](CC(=O)Nc3nc(-c4ccc(F)cc4)cs3)c3n2CCC3)cc1	0.6	19	-7	-6	-0.3	-5	9	-3	-8
O=C1Cc2cc(S(=O)(=O)NCc3ccc(F)cc3)ccc2N1	1.0	13	-17	-19	0.1	-6	2	-14	0
Cc1ccc(S(=O)(=O)Cc2ccc(C(=O)NCc3ccc4c(c3)OCO4)o2)cc1	4.1	15	0	-11	3.6	-10	5	10	-1
O=C(NC(=O)c1ccccc1N1CCCCC1)Nc1ccc(Br)cc1	-0.5	-17	5	-5	0.6	0	7	-15	-4
CCC(C)[C@H](NC(=O)C1CCN(C(=O)[C@H](Cc2ccccc2)NS(=O)(=O)c2ccc(C)cc2)CC1)C(=O)O (some centres undefined)	1.9	4	-14	2	1.0	0	-1	0	-4
Cc1nc2ccc(NC(=O)N3CCCCC3)cc2nc1C	0.3	-3	6	-9	1.1	-2	-3	-3	-1
CC1CCN(c2oc(-c3cccc4ccccc34)nc2C#N)CC1	0.4	14	-9	-6	1.2	2	-3	4	-2
CS(=O)(=O)c1ccc(Cl)c(NC(=O)COC(=O)COc2ccc3c(c2)CCC3)c1	3.5	9	-8	-22	5.3	-11	15	-3	1
CCn1c(=O)c([N+](=O)[O-])c(NCCc2ccccc2)c2ccccc21	5.4	11	-8	-6	3.0	-7	x	x	-1
CCCCn1c(N)c(N(CCOC)C(=O)c2ccc(S(=O)(=O)N3CCCCCC3)cc2)c(=O)[nH]c1=O	0.0	2	3	-8	-1.2	-7	3	-14	-2
Cc1ccc2oc(=O)cc(/C=C/c3ccccc3)c2c1	0.8	21	-12	-17	-1.2	-6	-2	13	-6
CCOc1cc(C(=O)Nc2cccc(C(C)=O)c2)ccc1OCC(=O)N1CCCCC1	1.3	14	-6	-17	-0.4	-5	3	8	-2
COc1ccc(N2CCN(C(=O)CCCn3c(=O)c4cccn4c4cccnc43)CC2)cc1	3.6	16	-16	-24	-1.2	-7	4	-19	-2
CC1(C)CC(=O)C2=C(C1)OC(/N=C/N1CCCC1)=C(C#N)C2c1ccccc1 (centres undefined)	3.8	0	2	-14	-0.8	-4	-1	-21	-3
Cc1ccc(S(=O)(=O)N2C[C@]3(O)C[C@@H]4C(=O)N(c5ccccc5)C(=O)[C@@H]4C[C@]3(OC(=O)Nc3c(C)noc3C)C2)cc1	0.0	-3	-5	x	x	x	2	-20	-4
CC(=O)c1cccc(OCC(=O)N(C)CC(=O)NCc2ccco2)c1	-0.8	-21	12	4	0.8	-5	3	0	-2
CC(C)=N/N=c1\scc(C)n1Cc1ccco1	0.8	0	-4	-8	-0.1	-10	3	-1	-2
C/C(=N\NC(=O)c1c(-c2ccccc2Cl)noc1C)c1cccc(NC(=O)C(C)C)c1	2.8	20	-11	-21	0.0	-4	2	-7	-6
Cc1ccc(-n2c(SCC(=O)Nc3ncc(Cl)cc3Cl)nc3ccccc32)cc1	-0.8	-9	1	29	1.2	-8	10	3	1
CC(C)c1nc(SCC(=O)N2CCCC2)c2ccccc2n1	0.4	8	-3	-15	-1.1	-2	1	11	-4
COc1ccc(Cc2nnc(N/N=C/c3ccc(Br)cc3)[nH]c2=O)cc1OC	14	18	-2	-33	0.5	-5	4	-8	-4
CCCN(C(=O)c1cc2c(s1)CCC2)c1c(N)n(Cc2ccccc2)c(=O)[nH]c1=O	-0.3	-14	8	-21	-0.6	-2	-2	2	-3
Cc1cc(NC(=O)CSc2nc3ccccc3n2CC(=O)N2CC(C)CC(C)C2)no1 (centres undefined)	1.9	3	-13	-11	0.2	-1	12	14	-1
CCOc1ccc(OCCOCCN2CCCC2)cc1	-0.1	-6	8	-10	0.3	7	0	-2	-9
CCn1nnc(-c2ccccc2NC(=O)c2cnccn2)n1	0.2	19	-7	-3	0.2	-12	6	-4	-2
Cc1ccc(/C=N/n2c(C)nc3ccccc3c2=O)o1	0.3	4	-4	-8	-0.3	-2	1	14	-2
Cc1ccc(S(=O)(=O)NCC(=O)N(CC(=O)NCC2CCCO2)Cc2ccco2)cc1 (centres undefined)	3.3	20	-9	1	0.4	-5	-1	9	-5
O=C(CNC(=O)c1ccco1)NNC(=O)c1n[nH]c(=O)c2ccccc12	1.5	17	-15	-7	1.4	1	1	-19	0
COc1ccc(CCC(C)Nc2ccccc2F)cc1 (centres undefined)	-0.1	17	-13	-14	-0.6	-3	0	-8	-5
CC(=O)N1N=C(c2ccccc2OC(=O)/C=C/c2ccccc2)CC1c1ccccc1 (centres undefined)	x	x	x	-27	-1.1	-11	0	46	x
O=C(NCCSc1ccccc1)c1ccc(CN2CCOCC2)cc1	1.7	5	-9	4	1.6	-12	10	-6	-4
S=C(Nc1ccc(Br)cc1Cl)NN1CCOCC1	-0.3	8	-10	-6	0.4	-3	-1	13	-9
COc1cccc(NC(=O)N2CCCC2C(=O)NCc2ccccc2)c1 (centres undefined)	-0.1	-2	11	-15	-0.5	-7	3	-2	-1
COc1ccc(S(=O)(=O)N2CCC(C(=O)N[C@@H](C)C(=O)NCc3cccnc3)CC2)cc1	0.5	17	-3	x	x	x	0	-19	-4
O=C(COC(=O)c1cccc([N+](=O)[O-])c1)NCc1ccc2c(c1)OCO2	1.4	-6	-3	6	1.1	2	0	5	-4
C=CCc1ccc(OCC(O)CN2CCc3ccccc3C2)c(OC)c1 (centres undefined)	0.1	-14	10	-15	2.2	-4	4	-20	-8
CCOc1ccccc1NC(=O)CN1CCC(NC(=O)c2ccccc2C)CC1	2.8	9	-11	-27	0.1	-6	0	9	-4
CCN(CC)CCOC(=O)c1ccc(NC(=O)CCCN2C(=O)S/C(=C/c3ccc(OC)cc3)C2=S)cc1	0.1	5	-14	-7	-0.3	-12	x	x	-12
CC1(C)C2CCC1(CS(=O)(=O)N1CCN(c3ccc(F)cc3)CC1)C(=O)C2 (centres undefined)	5.7	16	-8	5	2.1	-4	10	-5	0

The list goes on, starting with the last five of the part before.
SMILES	M1 ag parental	M1 PAM parental	CHO-K1 Ca antag	CHO parental Ca	V1aR counter	OXTR potentiator	TAAR1 ag	TAAR1 antag	M1 ag
O=C(COC(=O)c1cccc([N+](=O)[O-])c1)NCc1ccc2c(c1)OCO2	1.4	-6	-3	6	1.1	2	0	5	-4
C=CCc1ccc(OCC(O)CN2CCc3ccccc3C2)c(OC)c1 (centres undefined)	0.1	-14	10	-15	2.2	-4	4	-20	-8
CCOc1ccccc1NC(=O)CN1CCC(NC(=O)c2ccccc2C)CC1	2.8	9	-11	-27	0.1	-6	0	9	-4
CCN(CC)CCOC(=O)c1ccc(NC(=O)CCCN2C(=O)S/C(=C/c3ccc(OC)cc3)C2=S)cc1	0.1	5	-14	-7	-0.3	-12	x	x	-12
CC1(C)C2CCC1(CS(=O)(=O)N1CCN(c3ccc(F)cc3)CC1)C(=O)C2 (centres undefined)	5.7	16	-8	5	2.1	-4	10	-5	0
CC1=C(C(=O)N(C(C)C)C(C)C)CC(CC(=O)NCc2cccs2)C(=O)N1CCCN1CCCC1=O (centres undefined)	0.3	12	10	x	x	x	-1	1	2
CC(=O)Nc1nonc1NC(=O)COc1ccccc1	0.9	12	-10	-12	0.5	-9	0	-13	-4
CCn1nnnc1NCc1cccc(Cl)c1	0.8	9	-19	-12	-1.0	-10	2	3	-7
CCOC(=O)[C@@H](C)N(Cc1ccc(OC)cc1)S(=O)(=O)N(Cc1ccccc1)[C@H](C(=O)OC)C(C)C	0.7	-2	-31	7	1.4	-10	2	15	-3
Cc1ccccc1C(=O)N/N=C/c1ccc(OCC(=O)N2CCCCC2)cc1	0.9	20	-14	-11	0.1	-4	11	4	2
CCN(C(=O)COC(=O)c1ccc(=O)n(Cc2ccccc2)n1)C1CCCCC1	-0.1	16	6	-23	0.3	2	3	-12	-2
Cc1ccc(-n2nc3c(=O)n(CCCC(=O)N4CCCCC4)nc(C)c3c2C)cc1	3.0	5	-8	-17	-0.8	-5	-2	-28	-6
Cc1ccc(-n2ncc3c(=O)[nH]c(SCC(=O)N4CCCc5ccccc54)nc32)cc1	0.3	13	0	-9	0.6	-4	6	7	-1
CC(C)(O)c1[nH]c2ccc(C#N)cc2c1C(C)(C)O	x	x	x	-14	0.0	2	6	4	x
N#CCCN(C(=O)COC(=O)COc1ccccc1Cc1ccccc1)c1ccccc1	1.9	18	-4	-12	3.7	-9	19	4	-3
Cc1cc(=O)oc2cc3oc(=O)cc(C)c3cc12	0.4	14	1	4	0.1	-4	1	-15	1
CCCCCCCC(=O)NNC(=O)Cc1ccccc1	-0.3	5	-7	-6	-1.2	-2	x	x	-5
C/C(N)=C(/C#N)C(=O)CSc1nnc(COc2cc(C)ccc2C)o1	9.2	4	-19	-20	11	-9	16	-4	0
COc1ccc([C@@H](C)NC(=O)c2ccc3oc(C(C)C)nc3c2)cc1	2.7	7	-9	-30	2.6	-8	3	-26	-2
CCCCC(CC(O)COCC(C)C)C(=O)NNC(=S)Nc1ccccc1 (centres undefined)	0.4	9	-9	-22	0.6	-8	4	7	-3
CCOC(=O)c1c(NC(=O)CC)sc(C(C)=O)c1C	-0.4	4	3	-7	-0.2	0	6	17	-4
O=C(CSc1ncccn1)NC(=O)Cc1ccccc1	-0.1	13	-17	-2	0.7	-3	8	14	0
C=CCNC(=S)Nc1ccc2nsnc2c1	0.5	26	-6	-9	3.0	-4	3	13	0
O=C(OCn1nnc2ccccc2c1=O)c1ccc(N2CCOCC2)c([N+](=O)[O-])c1	4.4	22	-11	-15	4.6	-6	3	-11	-10
CCCCc1c(O)nc2sccn2c1=O	0.1	17	-4	10	0.4	0	-1	-21	-5
CCOC(=O)/C=C/c1ccc2c(c1)S(=O)(=O)N(c1cccc(OC)c1)[C@H]2CC(=O)OCC	1.0	12	-11	-15	1.6	2	9	33	-4
COc1cccc(/C=C/C(=O)OCC(=O)NC2CCCCCCC2)c1	-0.6	12	-10	-21	-0.2	-2	2	-9	-3
